Screening results: PubChem, several laboratories
TMEM16A inh = inhibitors of mouse TMEM16A calcium-activated chloride channel. HEK293 TMEM16A/YFP iodide influx fluorescence, ionomycin. actives 1.2% (n = 310,000). normalized B-score (activity score, 25-100; higher = stronger inhibition) at 10 µM;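 active = ratio plate-corrected score three or more library SD toward inhibition, starting fluorescence score within five deviations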;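 note: score derived from kinetic fluorescence span divided by baseline fluorescence per well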
TMEM16A act = activators or potentiators of mouse TMEM16A chloride channel | Q8BHY3 | B-score at 10 µM | HEK293 TMEM16A/YFP-H148Q/I152L, iodide quench fluorescence; stronger effect = lower value | actives 0.3% (n = 340,000);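 active = fluorescence-ratio B-score plate-corrected deviation score at least 3 library SD below zero, with starting fluorescence score within 5 deviations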;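 note: channel opened by trigger with iodide after compound preincubation; score built on the fluorescence ratio of max minus min over baseline; more negative score means more quench and so TMEM16A activation or potentiation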
SKKanGAS inh = blocks kanamycin growth of S. pyogenes SKKanGAS strain; BacTiter-Glo, 6 h; inhibition, % at 7.5 µM; actives 1.3% (n = 300,000); AID 1662;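 active = mean replicate score, as percent of positive control median, at least 50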;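 note: strain carries kanamycin resistance gene driven by streptokinase promoter and grows in 40 µg/ml kanamycin; loss of luminescence reflects streptokinase promoter inhibition or plain growth inhibition; 0% = median of DMSO wells and 100% = positive control at its reference dose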
TRPC6 act = activates the mouse TRPC6 cation channel | Q61143 | HEK293-TRPC6 membrane potential dye fluorescence; stronger effect = higher value | B-score at 10 µM | actives 0.13% (n = 310,000) | AID 2550;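 active = B-score of the integrated fluorescence ratio above library mean plus 3 SD, and starting fluorescence ratio within library mean plus 5 SD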;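 note: higher score means more depolarization so channel activation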
HDAC3 inhib = human HDAC3 inhibition; recombinant HDAC3, fluorogenic peptide/trypsin coupled, fluorescence; O15379; actives 0.15% (n = 320,000); inhibition, % at 8.3 µM; in the data active = inhibition above about 26%, passing the limit was not always enough
Target sequence (O15379 whole entry, looked up): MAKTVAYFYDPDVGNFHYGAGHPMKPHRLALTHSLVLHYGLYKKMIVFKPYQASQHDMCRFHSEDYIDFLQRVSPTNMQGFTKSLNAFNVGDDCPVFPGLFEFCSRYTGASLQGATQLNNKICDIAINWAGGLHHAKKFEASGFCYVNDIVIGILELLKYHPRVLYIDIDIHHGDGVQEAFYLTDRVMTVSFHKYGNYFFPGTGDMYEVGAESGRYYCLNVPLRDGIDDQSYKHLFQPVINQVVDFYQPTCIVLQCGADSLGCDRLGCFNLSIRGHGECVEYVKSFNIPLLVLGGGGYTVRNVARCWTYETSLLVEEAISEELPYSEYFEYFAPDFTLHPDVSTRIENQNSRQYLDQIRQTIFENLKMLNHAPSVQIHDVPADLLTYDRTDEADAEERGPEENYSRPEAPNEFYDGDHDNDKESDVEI
MrgX1 agonist = activates human MrgX1 receptor signaling | MrgX1-HEK293 cells, Fluo-4 calcium fluorescence, agonist mode; stronger effect = higher value | B-score at 10 µM | actives 0.44% (n = 310,000) | AID 588627;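 active = calcium response B-score plate-corrected fluorescence ratio at least 3 library SD, with starting fluorescence B-score inside 5 SD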
Target sequence (Q96LB2 whole entry, looked up): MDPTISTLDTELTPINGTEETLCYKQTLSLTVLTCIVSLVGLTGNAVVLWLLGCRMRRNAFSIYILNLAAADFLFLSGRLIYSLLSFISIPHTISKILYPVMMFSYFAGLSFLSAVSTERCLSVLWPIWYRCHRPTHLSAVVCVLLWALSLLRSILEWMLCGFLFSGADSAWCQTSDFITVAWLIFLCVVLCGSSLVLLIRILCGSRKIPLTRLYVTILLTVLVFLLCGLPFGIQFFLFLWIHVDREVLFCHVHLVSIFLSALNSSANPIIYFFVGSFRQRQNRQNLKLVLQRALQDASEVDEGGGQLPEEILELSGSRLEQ
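Material – MrgX1-expressing HEK293 cells · Input – 15,000 cells seeded per well · Dosing – compound as first of three additions · Times – overnight seeding, then 1 h dark dye loading · Measured by – kinetic Fluo-4 NW fluorescence of intracellular calcium · Read-out – B-scored fluorescence response ratio · Benchmarks – positive and negative control wells on each plate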
MrgX1 allo act = allosterically activates human MrgX1 receptor signaling; B-score at 10 µM; actives 0.63% (n = 310,000); AID 588675; MrgX1-HEK293, Fluo-4 calcium flux, FDSS; stronger effect = higher value; Q96LB2;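 active = plate-corrected calcium response at least 3 library SD above typical, normal starting fluorescence, not activating the receptor alone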;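 note: compound read alongside a low EC10 to EC30 dose of BAM8-22 agonist; peak minus trough fluorescence over baseline measured at the second addition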
TRPC6 inhibitor = blocks the mouse TRPC6 cation channel; HEK293-TRPC6, membrane potential dye, ACh-evoked depolarization; stronger effect = lower value; B-score at 10 µM; actives 1.1% (n = 310,000); AID 2553;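 active = B-score under library mean minus 3 SD, initial fluorescence not abnormally high, positive integrated signal ratio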;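 note: B-score derived from integrated fluorescence ratio over the kinetic read; more negative B-score means stronger inhibition of depolarization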
RGS4 block = human RGS4 inhibition. P49798. HEK293 M3R/RGS4 inducible, Fluo-4 calcium flux; stronger effect = higher value; triggered by carbachol at its EC20. B-score at 10 µM. actives 0.45% (n = 310,000). AID 463165;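 active = B-score, a plate-corrected calcium signal, over three deviations above library mean, with baseline fluorescence within five deviations of library mean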;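 note: RGS4 expression induced by doxycycline in cells with stable M3 receptor; B-score is computed from the integrated fluorescence ratio over baseline after carbachol; higher B-score means a larger calcium signal and so more RGS4 inhibition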
Target sequence (P49798 whole entry, looked up): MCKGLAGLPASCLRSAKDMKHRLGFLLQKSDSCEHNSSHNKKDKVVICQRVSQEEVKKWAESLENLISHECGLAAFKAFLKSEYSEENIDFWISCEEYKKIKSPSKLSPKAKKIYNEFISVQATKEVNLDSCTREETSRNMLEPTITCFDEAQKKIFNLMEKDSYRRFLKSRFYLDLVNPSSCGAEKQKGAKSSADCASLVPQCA
MrgX1 antagonist = blocks BAM8-22 activation of human MrgX1 receptor; MRGX1-HEK293 calcium flux, Fluo-4, BAM8-22 antagonism; stronger effect = lower value; B-score at 10 µM; actives 1.3% (n = 310,000);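 active = calcium-response B-score plate-corrected more than 3 library SD below zero, starting fluorescence within 5 deviations, no agonist response on first addition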;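 note: peak minus trough fluorescence over baseline after final BAM8-22 challenge near maximal dose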
RGS4 pot = RGS4 potentiation or activation; HEK293 M3R/inducible RGS4, carbachol calcium flux Fluo4; stronger effect = lower value; actives 0.92% (n = 310,000); B-score at 10 µM;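 active = B-score of the integrated calcium signal more than 4 SD below the library mean, with starting fluorescence not abnormally high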;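 note: negative B-score means reduced calcium response which marks RGS4 activation or potentiation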
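Also added: carbachol at ECmax as muscarinic agonist stimulus; Assay system: HEK293 cells with stable M3R and inducible RGS4; Timing: overnight RGS4 induction, 30 min dye load 37 °C, 20 min compound RT; Measured by: Fluo4-AM (2 µM) calcium-flux fluorescence, kinetic read.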
The depositor's hits bear a star; i = inactive; / = no result given.

Order of values – TMEM16A inh | TMEM16A act | RGS4 block | MrgX1 allo act | RGS4 pot | MrgX1 antagonist | SKKanGAS inh | MrgX1 agonist | TRPC6 inhibitor | TRPC6 act | HDAC3 inhib
Cc1cc(-c2cccs2)c(C#N)c(=S)[nH]1
 : i | i | i | i | i | i | 3 | i | i | i | 4
O=C(COC(=O)c1cnccn1)NCc1ccccc1
 : i | i | i | i | i | i | 1 | i | i | i | 1
COc1ccccc1N(CC(=O)NC(C)(C)C)C(=O)c1ccc(Cl)nc1
 : i | i | i | i | i | i | 0 | i | i | i | -2
Cc1ccc(NC(=O)c2ccccc2-c2cc(C)no2)cc1
 : i | i | i | i | i | i | 2 | i | i | i | 2
COc1ccc(Cn2c(-c3ccc(OC)c(O)c3)nc3ccccc32)cc1O
 : i | i | i | i | i | i | -3 | i | i | i | -1
O=C(/C=C/Nc1ccc(S(=O)(=O)Nc2ncccn2)cc1)c1ccc2ccccc2c1
 : i | i | i | i | i | i | 3 | i | i | i | -9
CCCCC(=O)NCc1ccc2c(c1)cc(C)n2C
 : i | i | i | i | i | i | 4 | i | i | i | 9
O=C(c1ccco1)N1CCN(Cc2cc(=O)c(OCc3ccccc3F)co2)CC1
 : i | i | i | i | i | i | -7 | i | i | i | 0
CCOC(=O)c1ccccc1NC(=S)N1CCN(C(=O)c2ccco2)CC1
 : i | i | i | i | i | i | 2 | i | i | i | -1
COCc1cc(C)nc2sc(C(=O)Nc3nccs3)c(N)c12
 : i | i | i | i | i | i | -1 | i | i | i | -6
O=C(Nc1ccc2c(c1)OCO2)C1CCN(C(=O)c2ccc([N+](=O)[O-])cc2)CC1
 : i | i | i | i | i | i | 0 | i | i | i | -2
CCN(c1ccccc1)S(=O)(=O)c1ccc(OC)c(OC)c1
 : i | i | i | i | i | i | -1 | i | i | i | 0
CCOC(=O)c1ccc(NC(=S)N(Cc2cccnc2)Cc2ccco2)cc1
 : i | i | i | i | i | i | -2 | i | i | i | 1
O=C(Cn1c(-c2ccccn2)nc2ccccc21)N/N=C/c1cccnc1
 : i | i | i | i | i | i | 2 | i | i | i | -3
Cc1cc(C)c(NC2=CC(=O)CC(C)(C)C2)c(C#N)c1
 : i | i | i | i | i | i | -2 | i | i | i | 3
O=C(c1ccc2c(=O)n3c(nc2c1)CCCCC3)N1CCN(Cc2ccccc2)CC1
 : i | i | i | i | i | i | 4 | i | i | i | 4
COc1ccc(C(=O)Nc2cc3c4c(c2)CC(=O)N4CCC3)c(OC)c1
 : i | i | i | i | i | i | -15 | i | i | i | 0
O=C(c1cc(-c2ccncc2)nc2ccc(Cl)cc12)N1CCN(Cc2ccc3c(c2)OCO3)CC1
 : i | i | i | i | i | i | 11 | i | i | i | 10
CCc1nnc(NC(=O)c2c(OC)cccc2OC)s1
 : i | i | i | i | i | i | 0 | i | i | i | 1
Cc1ccccc1CSCC(=O)Nc1ccccc1F
 : i | i | i | i | i | i | 9 | i | i | i | 2
CCOc1cc(/C=C2\SC(=S)N(C(C(=O)O)c3ccccc3)C2=O)ccc1O (stereo not drawn)
 : i | i | i | i | i | i | 8 | i | i | i | 12
O=C(N/N=C/C(Br)=C/c1ccccc1)c1cc(-c2ccco2)[nH]n1
 : i | i | i | i | i | i | -4 | i | i | i | -4
CCC(C)NC(=O)C1CCN(S(=O)(=O)N2CCC3(CC2)OCCO3)CC1 (stereo not drawn)
 : i | i | i | i | i | i | 12 | i | i | i | -11
NC(=O)c1c(NC(=O)c2cccc(N3C(=O)CCC3=O)c2)sc2c1CCCCC2
 : i | i | i | i | i | i | -4 | i | i | i | -3
N#C/C(=C\c1ccco1)C(=O)Nc1cccc2ncccc12
 : i | i | i | i | i | i | 2 | i | i | i | 3
O=C1CCC(N2C(=O)c3ccccc3C2=O)C(=O)N1 (stereo not drawn)
 : i | i | i | i | i | i | -3 | i | i | i | 9
Cc1ccc(C(C)NC(=O)c2cc3ccccc3oc2=O)cc1C (stereo not drawn)
 : i | i | i | i | i | i | 14 | i | i | i | 5
COC(=O)c1ccc(C2/C(=C(/O)c3ccc(OC(C)C)cc3)C(=O)C(=O)N2c2cc(C)on2)cc1 (stereo not drawn)
 : i | i | i | i | i | i | 5 | i | i | i | 3
COc1ccc([N+](=O)[O-])cc1N(CC(=O)NCCSc1ccc(C)cc1)S(C)(=O)=O
 : i | i | i | i | i | i | 10 | i | i | i | 5
Cc1ccc(-c2noc(C3CCN(C(=O)Nc4ccc(C#N)cc4)CC3)n2)o1
 : i | i | i | i | i | -4.6* | 0 | i | i | i | -3
COC(=O)CCc1nc2c(C#N)c(-c3ccc(Cl)cc3)ccn2n1
 : i | i | i | i | i | i | 1 | i | i | i | 4
Cc1ccccc1OCc1nc(-c2ccc(Br)o2)no1
 : i | i | i | i | i | i | 5 | i | i | i | 11
COCCC(=O)N1CCC(Oc2ccc(C(=O)NC(C)CCn3cccn3)cc2)CC1 (stereo not drawn)
 : i | i | i | i | i | i | 0 | i | i | i | -1
COc1ccc(CCN2CC(C(=O)N(C)CCn3nc(C)cc3C)CCC2=O)cc1 (stereo not drawn)
 : i | i | i | i | i | i | -1 | i | i | i | 1
COC(=O)c1c(NC(=S)NC(=O)c2ccco2)sc2c1CCCC2
 : i | i | i | i | i | i | -8 | i | i | i | 1
O=C(CCS(=O)(=O)c1cccc2nonc12)N1CCN(c2ccc(F)cc2)CC1
 : i | i | i | i | i | i | -3 | i | i | i | 1
CC(=O)Nc1ccc(NC(=O)CCCc2ccccc2)cc1
 : i | i | i | i | i | i | -4 | i | i | i | -5
O=C(NC(=S)Nc1ccc(CN2CCOCC2)cc1)c1ccc(-c2ccc(Br)cc2)o1
 : i | / | i | i | i | i | 8 | i | i | i | -1
O=C(Nc1cccc(Cl)c1)C1CCCN(c2cnccn2)C1 (stereo not drawn)
 : i | i | i | i | i | i | 11 | i | i | i | 11
Cc1c(C(=O)N(C)C)sc2nc(-c3ccccn3)[nH]c(=O)c12
 : i | i | i | i | i | i | 0 | i | i | i | 2
CCOc1cc(CNc2ccc(Br)cc2)cc(Br)c1OCC(=O)NC(C)(C)C
 : i | i | i | i | i | i | 19 | i | i | i | 3
COc1ccc(Nc2nnc(SCC3CCCO3)s2)cc1 (stereo not drawn)
 : i | i | i | i | i | i | -2 | i | i | i | 1
Cc1ccc2c(C)nc(Nc3nc(CSc4nnnn4-c4ccccc4)cc(=O)[nH]3)nc2c1
 : i | i | i | i | i | i | 20 | i | i | i | -8
COc1ccc(C2=NS(=O)(=O)N(C)C(C(=O)NC(C)c3ccccc3)=C2)cc1 (stereo not drawn)
 : i | i | i | i | i | i | 6 | i | i | i | 7
Cc1ccc(C2CCN(C(=S)NC(C)(C)C)C2)cc1 (stereo not drawn)
 : i | i | i | i | i | i | 8 | i | i | i | 7
COc1ccc(C(CNC(=O)C(C)Oc2ccc(Br)cc2)N2CCCC2)cc1 (stereo not drawn)
 : i | i | i | i | i | i | 0 | i | i | i | 1
OCCC1CN(CC(c2ccccc2)c2ccccc2)CCN1C1CCCC1 (stereo not drawn)
 : i | i | i | i | i | i | 5 | i | i | i | -3
O=C(Nc1ccc(-c2nc3ncccc3o2)cc1)c1ccc([N+](=O)[O-])o1
 : i | i | i | i | i | i | 14 | i | i | i | 0
Cc1cc(=O)[nH]c(N/N=C2/CCCC/C2=C\c2ccccc2)n1
 : i | i | i | i | i | i | 6 | i | i | i | -1
Cc1ccc(C(=O)c2sc3nc4c(cc3c2N)CCC4)cc1
 : i | i | i | i | i | i | 10 | i | i | i | -1
COC(=O)c1c(NC(=O)c2ccc(C)cc2)sc(Cc2ccccc2)c1C
 : i | i | i | i | i | i | 1 | i | i | i | -8
CCOc1ccc(CNC(=O)c2nnc(CS(=O)(=O)c3ccccc3)o2)cc1OC
 : i | i | i | i | i | i | 5 | i | i | i | 8
O=C1CSCC(=O)N1c1ccccc1
 : i | i | i | i | i | i | -5 | i | i | i | -2
CCOC(=O)c1sc(NC(=O)C2CC(=O)N(c3ccc(OC)cc3)C2)nc1C (stereo not drawn)
 : i | i | i | i | i | i | 3 | i | i | i | 1
O=C(CCN1CCC(c2ccc(Cl)s2)=N1)c1ccc(Cl)s1
 : i | i | i | i | i | -4.9* | 1 | i | i | i | 2
CCOC(=O)c1c(C)[nH]c(C)c1C(=O)COC(=O)[C@@H]1CCCN1S(=O)(=O)c1ccc(Cl)cc1
 : i | i | i | i | i | i | 1 | i | i | i | 1
CN(C)c1ccc(CN(C)C2CCCCC2)cc1
 : i | i | i | i | i | i | 4 | i | i | i | 1
Cc1occc1C(=O)Nc1cccc(C(=O)O)c1
 : i | i | i | i | i | i | -4 | i | i | i | -2
COc1ccccc1N1CCN(C(=O)c2c(-c3c(Cl)cccc3Cl)noc2C)CC1
 : i | i | i | i | i | i | 0 | i | i | i | -1
CCN(CC1CCCN(CCc2cccc(OC)c2)C1)C(=O)c1ccc(COC)o1 (stereo not drawn)
 : i | i | i | i | i | i | -7 | i | i | i | 2

The list continues.
Order of values – TMEM16A inh | TMEM16A act | RGS4 block | MrgX1 allo act | RGS4 pot | MrgX1 antagonist | SKKanGAS inh | MrgX1 agonist | TRPC6 inhibitor | TRPC6 act | HDAC3 inhib
CC1Oc2ccccc2N(CC(=O)NCc2cccs2)C1=O (stereo not drawn)
 : i | i | i | i | i | i | -1 | i | i | i | -2
Cc1cnc2cc(Cl)c(Cl)cc2n1
 : i | i | i | i | i | i | 1 | i | i | i | 2
CCOC(=O)CN1C(=O)N[C@@H](c2cccc(F)c2)C(C(C)=O)=C1C
 : i | i | i | i | i | i | 3 | i | i | i | 1
COc1ccc(S(=O)(=O)N(C)CC(=O)NCCN2CCOCC2)cc1C
 : i | i | i | i | i | i | -2 | i | i | i | -13
C=CCNc1nc(Cl)nc(Nc2ccc(OC)cc2)n1
 : i | i | i | i | i | i | -5 | i | i | i | 1
CCn1c(SCC(=O)Nc2nccs2)nnc1-c1ccncc1
 : i | i | i | i | i | i | -9 | i | i | i | -10

Outcome played no part in choosing rows; about 6.7% have a hit in one of these screens.
